# b-catenin transl – modulators of beta-catenin nuclear translocation | HeLa beta-catenin nuclear translocation, immunofluorescence imaging | nuclear translocation activity, % at 5 µM | actives 0.3% (n = 190,000) | AID 1665;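 active = nuclear translocation activity above 50% at 5 µM, with a well cell count of 50 or more; inconclusive = wells under 50 cells across six images, flagged as toxic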;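 note: per-cell ratio of nuclear to cytoplasmic median beta-catenin stain intensity; plate controls were DMSO negative control for no effect and GSK-3 inhibitor IX positive control for full effect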
#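 System: Human HeLa cells, endogenous beta-catenin | Compound dosing: 5 µM primary, 0.02–20 µM confirmation | Timing: 24 h compound exposure at 37°C, 5% CO2 | Measured by: Fluorescence imaging of beta-catenin antibody stain plus DAPI | Read-out basis: % activation of per-cell nuclear versus cytoplasmic median beta-catenin signal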
# Hep lipid drop – hepatic lipid droplet formation modulation. AML12 mouse hepatocytes, oleate lipid droplets, BODIPY imaging. inhibition, % at 6.5 µM. actives 0.4% (n = 240,000). AID 1656;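 active = lipid droplet intensity inhibited by at least 50%, with more than 500 cells counted; inconclusive = wells with under 300 cells, treated as cytotoxic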
#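 Assay system: AML12 mouse liver cells | Compound dosing: One dose, 6.5 µM compound | Read-out basis: Droplet intensity reduction, % inhibition | Measured by: Fluorescence imaging, 20x objective, two fields per well | Schedule: Overnight treatment with compound plus oleate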
# Dynein transport – dynein cargo transport inhibition; 3617.4 mouse cells, GR-EGFP nuclear translocation imaging; test concentration mostly 20 µM; stimulated with dexamethasone, 1 µM; active compounds read low; actives 0.47% (n = 220,000); AID 1381; z-score, hits read low;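 active = plate z-score of nuclear minus cytoplasmic receptor signal below a set negative limit, without overly bright fluorescence or cell loss, cut at about -3.5 in these data, passing the limit was not always enough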;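 note: z-score of nuclear minus cytoplasmic ring GR-EGFP intensity difference per well; some compounds called inactive have numbers as strong as hits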
#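 Schedule: 48 h induction, then 1 h compound, then 30 min agonist, 37 °C. Buffer or medium: tetracycline-free induction medium containing charcoal-stripped FBS. Reagent: 1.0 µM final dexamethasone stimulus. Evaluation: nuclear versus cytoplasmic GR-EGFP signal, averaged per well. Signal: high-content fluorescence imaging after fixation.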
# MT stabilizer – stabilizes microtubules in HeLa cells | HeLa tubulin immunostaining HCS, 24 h; share of cells brighter than vehicle mean+2SD | % tubulin-high responders, % at 10 µM | actives 0.83% (n = 200,000) | AID 2205;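 active = plate Z-score above 3 for both tubulin-high and condensed-nucleus cell shares, with cell loss under 80%, at 10 µM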;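 note: anti alpha tubulin signal scored within the nucleus-defined area of each cell; some results filed as inactive read as strong as hits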
# T cell HTS – T cell immune modulators affecting CD8 T cell-vesicle binding. 2C CD8+ T cell-vesicle binding, flow cytometry; active compounds read low. calls only at 7 µM. actives 0.068% (n = 330,000);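 active = response, share of CD8 T cells binding vesicles, and their 90th percentile fluorescence all below set limits, cut at about 80% in these data, passing the limit was not always enough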
#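 Read-out – percent CD8+ FL2 mean versus row control · System – murine 2C transgenic CD8+ T lymphocytes · Times – 1.5 h cell–vesicle binding at 37 °C, then 20 min icy labelling · Control set – naked vesicles low, QL9 vesicles with vehicle high · Detection – cytometric PE anti-B7-1 and Alexa647 anti-CD8 signals after 1% paraformaldehyde fixation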
# Salmonella PhoP GFP – inhibitors of PhoP regulon expression, primary screen, Salmonella Typhimurium, GFP reporter (AID 1863); one-dose inhibition, % at 50 µM; IC50 in µM for titrated hits; S. Typhimurium PhoP-regulated promoter GFP reporter, 4 h; higher % means a stronger effect; actives 0.16% (n = 300,000);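 active = inhibition over 29.93%, a cutoff 3 SD above the screen mean, later confirmed by dose response; inconclusive = inhibition over 29.93% but no dose response follow-up; inactive = inhibition at most 29.93% or unconfirmed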;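 note: 0% = low Mg2+ inducing control and 100% = high Mg2+ repressing control; strong numbers were not always called active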
# Ins promoter up – MIN6 insulin promoter up-regulation | actives 0.3% (n = 190,000) | MIN6 insulin promoter-GFP reporter, high-content imaging; active compounds read high | z-score at 5 µM;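 active = z-score above 3 at 5 µM with at least 500 cells counted in the well; inconclusive = wells under 500 cells, flagged as cytotoxic or low count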
# Autophagy HCS – autophagy modulation, high-content screen; calls only at 10 µM (by protocol); MEF GFP-LC3 puncta imaging; test concentration mostly 10 µM; actives 0.98% (n = 190,000);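 active = percentage of spot-positive cells more than 3 SD above its plate mean, without a fluorescence outlier flag or 80% toxicity; inconclusive = no clear call, values can overlap the other calls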;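 note: spot-positive cell cutoff set from DMSO-treated cells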
# CSM14.1 death rescue – rescue of cells from ER stress-induced death, primary screen, 384-well, CSM14.1, thapsigargin, ATP luminescence (AID 1222). CSM14.1 thapsigargin-induced death rescue, ATP luminescence; higher % means a stronger effect. cellular ATP content (survival), % at 20 µM, or EC50 in µM where a hit was titrated. 190,000 tested, under 10 active;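 active = EC50 below 50 µM in the dose-response confirmation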;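 note: death triggered by thapsigargin at about 15 µM added after 2 h compound pretreatment; cell ATP read after overnight thapsigargin exposure of roughly 18 to 22 hours; normalized against plate controls of thapsigargin alone and 5% DMSO vehicle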
# Dynein transport cytoplasmic EGFP – recorded beside Dynein transport, whose call it bears; z-score; measured here: cytoplasmic GR-EGFP intensity; active compounds read high
# Dynein transport nuclear GR-EGFP – also measured in Dynein transport; calls as there; z-score; measured here: nuclear GR-EGFP intensity;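 lower value marks the stronger effect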
# Dynein transport cell count – recorded beside Dynein transport, whose call it bears; z-score; measured here: cell count per field
# Ins promoter up cell count – further read-out of Ins promoter up, marked with its call; cell count; measured here: cytotoxicity, nuclei count;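 total cells summed across four imaged fields per well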
# Hep lipid drop cells 6.5 µM – second read-out of Hep lipid drop, no call of its own (marks repeat the call); cell count; measured here: cell count, cytotoxicity flag;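 cells counted across two imaged fields per well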
# b-catenin transl cell count 5 µM – second read-out of b-catenin transl, no call of its own (marks repeat the call); cell count; measured here: cell count, cytotoxicity flag
# T cell HTS vesicle-bound % – also measured in T cell HTS; calls as there; double positive events, %; measured here: CD8+ vesicle-bound cell fraction;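 binding gate set so that unloaded-vesicle control wells show 10% double positive cells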
# MT stabilizer Hoechst-high % – recorded beside MT stabilizer, whose call it bears; % Hoechst-high responders; measured here: nuclear condensation Hoechst responders;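 share of cells brighter than vehicle mean plus two SD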
# MT stabilizer cytotoxicity % – further read-out of MT stabilizer, marked with its call; toxicity, %; measured here: cytotoxicity by cell density;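 0% = mean cell density of plate MIN control wells and 100% = no cells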
# Autophagy HCS cell loss 18 h – also measured in Autophagy HCS; calls as there; toxicity, %; measured here: cell loss, nuclei count;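 cell loss after 18 h compound exposure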
# Numbers without * were called inactive; i = inactive; ? = inconclusive; · = no result given.
SMILES,b-catenin transl,b-catenin transl cell count 5 µM,Hep lipid drop,Hep lipid drop cells 6.5 µM,Dynein transport,Dynein transport cytoplasmic EGFP,Dynein transport nuclear GR-EGFP,Dynein transport cell count,MT stabilizer,MT stabilizer Hoechst-high %,MT stabilizer cytotoxicity %,T cell HTS,T cell HTS vesicle-bound %,Salmonella PhoP GFP,Ins promoter up,Ins promoter up cell count,Autophagy HCS,Autophagy HCS cell loss 18 h,CSM14.1 death rescue
CC(=O)c1c(N2CCN(CCO)CC2)nc(=S)n(-c2ccccc2)c1C,-6.4,1086,22,644,-0.74,-0.29,0.15,-0.12,1.5,2.3,4.7,i,30,4%,0.77,1606,i,-6,1.4%
CC(=O)Nc1ccc(OCC(O)CN2C(C)CCCC2C)cc1 (stereo unspecified),0.0,1002,-10,322,-0.21,-0.28,-0.33,0.51,4.7,2.5,3.6,i,32,4%,0.5,1346,i,0,0.7%
CC(C)(C)NC(=O)CN(C(=O)Cn1nnc(-c2ccc(Cl)cc2)n1)C1CCN(Cc2ccccc2)CC1,-2.4,1135,-23,690,-0.35,-0.16,-0.3,-0.77,2.8,1.4,5.2,i,54,-3%,?,·,i,-6,-1.9%
O=C(COC(=O)c1cnccn1)c1ccc(Cl)c([N+](=O)[O-])c1,0.1,1247,1,719,-0.95,0.17,-0.4,0.61,·,·,·,i,35,-9%,-0.29,1038,·,·,·
CCCNC(=O)CSc1nnc(-c2ccc(F)cc2)o1,-2.3,1101,-3,679,-0.62,-0.22,-0.14,0.017,2.5,1.8,9.6,i,38,-5%,0.09,1603,i,12,0.9%
COCCNC(=O)Cn1nc(C(F)(F)F)cc1C,0.3,1075,4,649,2.4,0.59,2,-1.3,3.4,3.9,6.8,i,26,4%,0.61,2076,i,-7,-1.7%
Cc1cc(N2CCC(C)CC2)c(F)cc1[N+](=O)[O-],0.9,1048,-9,650,0.015,-0.15,-0.14,0.23,2.1,1.4,11,i,49,-4%,-0.26,1399,i,-28,-1.3%
CCOc1ccccc1NC(=O)CCN1CCN(S(=O)(=O)c2ccc(Br)cc2)CC1,2.2,927,-10,632,-0.91,-0.18,-1.1,0.52,1.6,2.1,5.2,i,34,-1%,-0.27,1869,i,5,-1.2%
O=C(OCC(=O)N1CCN(C(=O)c2ccco2)CC1)c1sc2ccccc2c1Cl,1.6,1071,·,·,-0.97,-0.35,-0.41,0.38,3.2,3.6,6.4,i,6,7%,0.5,1106,i,16,-1.1%
Cc1csc(SCC(=O)c2c(N)n(C)c(=O)n(C)c2=O)n1,·,·,8,805,1.1,0.052,0.55,0.017,1.8,1.7,3.0,i,19,-16%,·,·,i,20,-1.0%
Cn1cc([N+](=O)[O-])c(C(=O)Nc2ccc3c(c2)OCCO3)n1,4.1,1363,·,·,0.25,-0.2,0.84,0.052,3.9,2.4,1.2,i,18,-1%,-0.63,1143,i,11,-2.8%
C=CCNC(=S)N(Cc1ccccc1)Cc1ccc(F)cc1,0.6,1088,5,672,-0.14,-0.23,0.22,0.84,5.9,2.5,4.2,i,45,-2%,0.04,1107,i,-1,0.1%
C=C(C)c1cccc(C(C)(C)NC(=O)Nc2ccc(C)cn2)c1,-1.6,1166,14,685,3.5,0.23,2.6,-2,2.7,2.6,6.3,i,46,5%,-0.16,1427,i,-5,-0.5%
CC(Sc1nnc2ccccn12)C(N)=O (stereo unspecified),-3.8,1124,-4,693,1.4,0.13,1.4,-2.6,0.9,2.2,1.7,i,40,1%,0.97,1211,i,6,-0.8%
CC(=O)c1ccc(OCCOc2ccc(C#N)cc2)cc1,-4.3,1169,-6,698,-0.84,-0.064,-0.42,0.15,·,·,·,i,27,-3%,0,1475,·,·,·
CCOC(=O)C(C)Sc1nc(=O)n2cccc(C)c2n1 (stereo unspecified),-0.6,1078,-4,716,1.3,-0.17,0.96,-2.2,1.6,1.4,5.1,i,40,7%,-0.34,1325,i,1,-0.8%
O=C(/C=C/Nc1cccc([N+](=O)[O-])c1)c1cccs1,·,·,2,773,-0.69,-0.24,-0.15,0.42,3.7,2.1,3.5,i,34,11%,0.68,928,i,1,-1.2%
COc1ccc(C(=O)N/N=C/c2ccc(OC)c(CN3CCCc4ccccc43)c2)cc1,-0.7,861,-4,637,-1.2,-0.28,-0.92,0.64,2.8,2.3,8.5,i,20,5%,0.55,1269,i,3,-3.0%
COc1ccc(C(=O)C[n+]2ccc3c(c2)nc(-c2ccccc2)n3C)cc1,-2.2,1143,21,700,0.3,-0.097,0.32,-0.51,3.5,2.1,12,i,57,9%,·,·,i,17,-2.2%
COc1cc2c(cc1OC)C(COc1ccccc1OC)N(C(=O)c1ccco1)CC2 (stereo unspecified),-1.4,1091,30,666,-0.004,-0.22,0.047,0.36,7.4,2.2,2.7,i,60,5%,-1,1087,i,2,-0.4%
CC1(C)C(=O)NCCN1C(=O)CCCC(=O)O,0.2,1034,-4,719,1.3,0.051,0.61,-0.61,3.2,1.2,4.6,i,53,12%,-0.56,1462,i,-7,-0.2%
Cc1cc(C)c(NC(=S)NC(=O)c2ccc(-c3ccccc3)cc2)c(C)c1,0.2,1058,-8,604,-0.11,-0.14,-0.16,-0.18,3.7,1.6,7.5,i,39,29%,1.3,1241,i,-5,25%
CN(C)S(=O)(=O)c1ccc(S(=O)(=O)Nc2ccc3c(c2)oc2ccccc23)cc1,0.5,1097,-9,710,0.29,-0.29,0.53,0.5,3.0,3.4,10,i,19,4%,1.2,1780,i,5,-4.2%
CCOC(=O)C1(Cc2cccc(Cl)c2)CCCN(C(=O)CCOC)C1 (stereo unspecified),-1.1,1107,-12,706,-0.73,-0.31,-0.38,0.69,3.7,2.4,4.8,i,46,-2%,-0.87,1439,i,19,-1.9%
COc1cc2c(cc1OC)C(C)=NCC2,1.9,1081,14,700,0.3,-0.24,0.29,0.14,4.5,1.7,15,i,58,-8%,0.58,1405,i,-1,0.6%
CCOC(=O)N1CCN(C(=O)COc2cc(=O)n(C)c3ccccc23)CC1,·,·,-2,723,2.3,-0.22,1.4,-1.9,5.2,1.8,5.5,i,34,-3%,-0.46,1260,i,-3,·
Cc1cc(C)c(S(=O)(=O)c2ccccc2C)c(N(C)C)n1,·,·,·,·,0.17,-0.2,-0.063,-0.99,3.1,2.3,3.5,i,22,-6%,·,·,i,17,0.5%
CC(C)c1nc(SCC(=O)N2CC(=O)Nc3ccccc32)c2ccccc2n1,0.8,1478,5,688,-0.21,-0.26,-0.4,-0.35,3.9,1.4,7.2,i,48,3%,-0.28,1445,i,9,-1.6%
COc1ccc(N2CCN(C(=O)c3nc4nc(C)cc(C)n4n3)CC2)cc1,-1.9,1106,24,704,-0.78,-0.2,-0.46,-0.12,1.8,2.2,6.4,i,50,6%,0.34,1234,i,5,0.3%
CCc1cc2c(=O)n(Cc3ccco3)c(SCC(=O)NC3CCS(=O)(=O)C3)nc2s1 (stereo unspecified),-0.2,1084,-1,692,0.58,-0.26,0.58,-0.22,7.7,1.6,9.8,i,27,3%,-0.28,1229,i,3,0.8%
Oc1[nH]c(N=C2N=c3ccccc3=N2)c2ccccc12,-4.0,1187,-11,817,1.2,-0.14,0.35,-0.36,·,·,·,i,42,-11%,0.24,658,·,·,·
Cc1ccc(C(=O)N/N=C2\CC3CC=CC23)c(C)c1 (stereo unspecified),0.0,1169,8,669,-0.73,-0.28,0.011,0.55,6.4,1.9,9.5,i,53,-1%,-1.1,1198,i,1,-1.1%
Cc1ccc(-c2csc(NC(=O)c3cccs3)n2)cc1,1.3,1110,12,759,-0.71,-0.32,-0.34,0.92,0.8,1.8,13,i,44,-13%,0.56,790,i,-4,-2.1%
CCOC(=O)c1sc(=S)n(Cc2ccccc2)c1C,-0.8,1098,-10,735,-0.22,-0.24,-0.35,0.51,·,·,·,i,58,-3%,-0.08,1360,·,·,·
